p53ts 32C kill: qHTS Screen for Compounds that Selectively Target Cancer Cells with p53 Mutations: Cytotoxicity of p53ts Cells at the Permissive Temperature; H1299-p53A138V at 32C, ATP luminescence viability, 24 h; actives 0.93% (n = 130,000); Potency, µM (top dose mostly 46.1 µM), without a hit: top-dose activity change, negative = cytotoxicity, actives largely listed as cytotoxic;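 note: 0% = DMSO and -100% = full killing by reference compound; nearly all actives have a fitted effect of over 55% in size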
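H1299-p53 A138V cells (temperature-sensitive p53) exposed 24 h to up to 46 uM compound at 32C, where p53 is wild-type in conformation. Viability read as ATP luminescence and normalised to DMSO and 100 uM tamoxifen. AC50 fitted with the Hill equation.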
Peg3 imprint: qHTS Assay for Compounds that Induce Erasure of Genomic Imprints. actives 0.02% (n = 110,000). Potency, µM (doses to about 60.7 µM), for the others: at the highest dose activity change, positive = activation, actives largely listed as activators. mouse ES Peg3-LacZ reporter, beta-gal luminescence, 40 h;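 note: 0% = negative control wells on the plate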
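Imprint erasure is scored as LacZ activity from the silenced maternal Peg3 allele in feeder-free female ES cells cultured 40 h with LIF. Luminescence is normalized to in-plate negative controls and fitted to the Hill equation.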
IkB signaling: IkB Signaling. ABC-DLBCL IkBa-CBG/CBR dual luciferase ratio, 4 h; response scale: scaled: untreated 0%, proteasome inhibitor 100%. actives 0.04% (n = 110,000). AID 445, 2006. Potency, µM (series often up to 57.1 µM), inactives show at the highest dose IkBa stabilization activation; active = well fitted curve in the direction sought with a large enough effect in the signal ratio, not every such curve was filed as active; inconclusive = small, poorly fitted or top-dose-only effect, or a change in a side signal; the % refers to the signal ratio;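 note: the direction sought is a rising ratio; 0% = basal untreated cells and 100% = reference inhibitor full response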
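Luminescence ratio of IκBα-fused green versus native red beetle luciferase in OCI-Ly3 cells, 4 h post-doxycycline with compound; red signal alone, scaled from basal (0%) to zero light (-100%), flagged nonspecific or cytotoxic effects.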
p53ts 39C kill: qHTS Screen for Compounds that Selectively Target Cancer Cells with p53 Mutations: Cytotoxicity of p53ts Cells at the Nonpermissive Temperature. H1299-p53A138V viability at 39C, ATP luminescence, 24 h. Potency, µM (series often up to 46.1 µM), for the others: top-dose activity change, negative = cell killing, most hits filed as cytotoxic. actives 1.5% (n = 130,000). AID 902, 2007; note: nearly all actives have a fitted effect of over 55% in size
* hit, by the source's call; ? = inconclusive; / = not tested or not shown; [ ] = another dose, or the depositor's remark. Unless noted, calls come from the whole dose curve; as a rule, active = well fitted curve in the direction sought with a large enough effect; inconclusive = small, poorly fitted or top-dose-only effect, or another doubt; inactive = no such curve, though single readings can be large; an effect the other way counts as inactive or inconclusive. Unless noted, % is set by controls: 0 for no effect and ±100 for the full control effect; potency is the fitted concentration of half-maximal effect.

Screens in order – p53ts 32C kill	Peg3 imprint	IkB signaling	p53ts 39C kill
Cc1ccc(CNC(=O)CN2C(=O)C3(SCC(=O)N3c3cc(C)cc(C)c3)c3ccccc32)cc1 (stereo unspecified)
→ 2%	-4%[10.9 µM]	?	8%
Cc1ccccc1C(=O)Nc1nc(-c2nnn(-c3ccc(C(C)C)cc3)c2C)ns1
→ 7%	-7%[10.9 µM]	0.0%	-20%
COc1ccc(NC(=O)COc2ccc(S(=O)(=O)NC3CCCCC3)cc2)cc1OC
→ 5%	20%[10.9 µM]	?	-1%
Cc1ccc(CNC(=O)c2c(C)oc3nc(C)nc(N4CCOCC4)c23)cc1
→ -3%	?	0.5%	6%
COc1ccc(NC(=O)CSc2nc3ccccc3nc2N2CCC(C)CC2)cc1
→ 11%	-6%[10.9 µM]	-1.4%	3%
CCOc1ccc(NC(=O)COc2nsnc2N2CCCCC2)cc1
→ 0%	-12%	3.9%	-2%
CCc1ccc(C(=O)c2cn(CC(=O)Nc3cc(OC)cc(OC)c3)c3ccc(CC)cc3c2=O)cc1
→ -5%	-20%[10.9 µM]	?	13µM*
COc1ccc(C(=O)N2CCN(C(=O)COc3ccc(Br)cc3)CC2)cc1OC
→ ?	-3%[10.9 µM]	0.9%	-14%
NCC(=O)NC1(C(=O)O)CCCC1
→ 2%[9.22 µM]	-5%[10.9 µM]	0.5%[11.4 µM]	6%[9.22 µM]
CCCCNS(=O)(=O)c1ccc2nc(-c3cccnc3)cc(C(=O)NCCCOC(C)C)c2c1
→ 12%	-12%[10.9 µM]	-0.6%	-11%
N#Cc1nc(-c2cccc3ccccc23)oc1NCCN1CCOCC1
→ -10%	-17%	2.2%	?
O=C(NCc1ccc(Cl)cc1)c1noc2c1CCCC2
→ 0%	-11%	-1.7%	-13%
Cc1ccc(N2C(=O)CS(=O)(=O)C23C(=O)N(C)c2ccccc23)cc1F (stereo unspecified)
→ -8%	22%[10.9 µM]	?	23%
COc1ccc2c(c1OC)C(=O)N1c3cccc(Cl)c3C(=O)OC21 (stereo unspecified)
→ 11%	-3%	-1.2%	1%
CCOC(=O)N1CCN(C(=O)c2ccc(CNS(=O)(=O)c3ccc(OC)cc3)cc2)CC1
→ -6%	?	-0.4%	8%
O=C(CC1CCCCC1)NCCCN1CCOCC1
→ -3%	-7%	0.2%	15%
c1ccc(CC2CCN(c3nnnn3-c3ccccc3)CC2)cc1
→ 3%	-11%	?	-8%
O=C(NCc1ccccc1Cl)c1ccc2c(c1)nnn2C1CCCC1
→ -2%	-6%[10.9 µM]	-2.1%	-6%
CC1N/C(=C\C(=O)c2ccccc2)N(O)C1(C)C (stereo unspecified)
→ 10µM*	-19%	-0.3%	13µM*
CCOC(=O)c1cc(S(=O)(=O)N(C)c2ccccc2)[nH]n1
→ 12%	13%[10.9 µM]	2.4%	12%
COc1ccc(C2C(C(N)=O)=C(C)Nc3nc(-c4ccccc4)nn32)cc1OC (stereo unspecified)
→ -2%	-10%	-1.7%	1%
COc1cccc2cc(C(=O)N3CCc4ccccc43)c(=O)oc12
→ 1%	-4%	0.9%	4%
CCOC(=O)c1ccc(NC(=O)c2c(N3CCCC3=O)c3cc(OC)ccc3n2C)cc1
→ 2%	6%[10.9 µM]	0.7%	3%
Cc1ccc(NC(=O)COS(=O)c2ccc(C)cc2)cc1 (stereo unspecified)
→ 6%	19%	-0.7%	-5%
COc1ccc(NC2C=CS(=O)(=O)C2)c(OC)c1 (stereo unspecified)
→ -8%	-7%	1.4%	-2%
CCc1ccc(CNC(=O)c2ccc(-c3nc(CSc4ccc(C)cc4)c(C)o3)cc2)cc1
→ -7%	1%[10.9 µM]	-0.8%	-22%
CCN(c1ccc(Cl)cc1)S(=O)(=O)c1nnc(NC(=O)C(C)C)s1
→ -8%	-15%[10.9 µM]	?	-20%
CCOC(=O)c1cc(-c2ccc(F)cc2)n(CCC(=O)Nc2cc(OC)cc(OC)c2)c1C
→ 15%	-6%[10.9 µM]	-1.6%	-2%
O=C(CN1C(=O)COc2ccc(S(=O)(=O)N3CCOCC3)cc21)NCc1ccc(F)cc1
→ -1%	-10%[10.9 µM]	-0.8%	0%
C=CCSC[C@@H]1Nc2cc(Cl)c(S(N)(=O)=O)cc2S(=O)(=O)N1
→ 1%[20.6 µM]	-4%[16.8 µM]	-2.5%[25.6 µM]	8%[20.6 µM]
O=S(=O)(NCc1cccs1)c1cccc2cccnc12
→ 7%	-13%	-1.7%	-3%
COc1ccc(OCCSc2nnc(-c3ccccc3)n2N)cc1
→ 0%	/	1.7%	-13%
O=Cc1ccc(B(O)O)cc1
→ -10%	-8%	/	-2%
CCN(CC)C(=O)c1c[nH]c2ccc(S(=O)(=O)Nc3cc(C)cc(C)c3)cc2c1=O
→ 2%	-6%	-0.1%	-13%
CCc1cccc(NC(=O)CC(c2ccc(OC)cc2)N2Cc3ccccc3C2=O)c1 (stereo unspecified)
→ 3%	19%[10.9 µM]	-1.5%	7%
Cc1c(C(=O)Nc2ccccc2Cl)sc2ncnc(N(C)C3CCCCC3)c12
→ 7%	-8%[10.9 µM]	-0.8%	6%
CC(=O)Nc1cccc(OC(=O)c2ccoc2C)c1
→ 3%	-14%	-1.3%	0%
CC1=Nc2ccccc2NC(=O)C1Sc1nnc(C)s1 (stereo unspecified)
→ 0%	-7%	-1.0%	12%
Cc1ccccc1NC(=O)Nc1nnc(N(C)Cc2ccccc2)s1
→ -5%	-3%[10.9 µM]	?	-15%
CC(C)OC(=O)CSc1nnc(-c2ccc(Cl)cc2)n1N
→ 0%	-6%	2.9%	4%
COCCCCC(=NOCCN)c1ccc(C(F)(F)F)cc1
→ -10%	-21%	0.7%	-24%
O=C(O)CSCCC(=O)Nc1ccc(F)cc1
→ 9%	-6%	5.5%	6%
CCCCn1c(CNC(=O)CCC)nc2ccccc21
→ 0%	-9%	3.7%	11%
O=C(NCc1ccc(Cl)cc1)c1ccc2oc(=O)n(Cc3ccccc3)c2c1
→ 13%	-7%[10.9 µM]	3.1%	-16%
COC(=O)CC1SC(=O)NC1=Nc1ccc(C)cc1 (stereo unspecified)
→ -11%	-9%	2.8%	6%
NC(=O)c1sc2nccc(Nc3ccccc3)c2c1N
→ 4%	-7%	3.2%	2%
CC1=C(C#N)C(c2cccnc2)C2=C(CC(C)(C)CC2=O)N1 (stereo unspecified)
→ 4%	7%	-0.6%	11%
COc1cccc(CNC(=O)CCS(=O)(=O)c2cc3c(cc2C)NC(=O)CO3)c1
→ 0%	-8%[10.9 µM]	?	-22%
CCS(=O)(=O)Nc1ccc(-c2ccc(NS(=O)(=O)CC)c(OC)c2)cc1OC
→ 0%	-18%	-1.2%	1%
Cc1cc(N2CCC(C(=O)Nc3ccccc3Cl)CC2)n2nc(C)c(-c3ccc(Cl)cc3)c2n1
→ 3%	-8%[10.9 µM]	0.1%	-10%
COc1cc(C(=O)Oc2c(Sc3ccccc3)c(C)nn2-c2ccccc2)cc(OC)c1OC
→ 0%	-2%[10.9 µM]	?	-1%
Cc1cc(C)c(OCC(=O)Nc2cccc(O)c2)cc1C
→ -28%	-18%	2.1%	-26%
CCCn1c(NCc2ccc(N(C)C)cc2)nc2ccccc21
→ 12%	4%	-0.4%	-17%
CCc1cccc(NC(=O)Cn2c(=O)n3nc(-c4cccc(F)c4)nc3c3ccccc32)c1
→ 5%	4%[10.9 µM]	-2.5%	-25%
CC[C@H](C)C(=O)O[C@H]1C[C@@H](C)C=C2C=C[C@H](C)[C@H](CC[C@@H]3C[C@@H](O)CC(=O)O3)[C@H]21
→ 14%[1.84 µM]	-16%	1.4%	-10%
CCN(c1ccccc1)S(=O)(=O)c1nnc(NC(=O)COc2cccc(C)c2)s1
→ -6%	18%[10.9 µM]	-1.9%	?
COc1cc(NC(=O)c2ccc3c(c2)OCO3)c2ncccc2c1
→ -16%	-12%	-0.9%	-17%
COc1ccccc1NC(=O)c1cc2ccccc2o/c1=N\O
→ -5%	/	?	73%[activator]
Cc1ccc(C)c(N2CCN(C(=O)c3ccc4c(=O)n(CCc5ccccc5)c(=O)[nH]c4c3)CC2)c1
→ -4%	-10%[10.9 µM]	?	-6%
CC(=O)c1ccc(N2CCN(C(=O)c3ccc(NC(=O)C4CCCO4)cc3)CC2)cc1 (stereo unspecified)
→ 3%	-16%	3.6%	-13%

11 entries from above in another layout:
| SMILES | p53ts 32C kill | Peg3 imprint | IkB signaling | p53ts 39C kill |
| --- | --- | --- | --- | --- |
| Cc1cc(N2CCC(C(=O)Nc3ccccc3Cl)CC2)n2nc(C)c(-c3ccc(Cl)cc3)c2n1 | 3% | -8%[10.9 µM] | 0.1% | -10% |
| COc1cc(C(=O)Oc2c(Sc3ccccc3)c(C)nn2-c2ccccc2)cc(OC)c1OC | 0% | -2%[10.9 µM] | ? | -1% |
| Cc1cc(C)c(OCC(=O)Nc2cccc(O)c2)cc1C | -28% | -18% | 2.1% | -26% |
| CCCn1c(NCc2ccc(N(C)C)cc2)nc2ccccc21 | 12% | 4% | -0.4% | -17% |
| CCc1cccc(NC(=O)Cn2c(=O)n3nc(-c4cccc(F)c4)nc3c3ccccc32)c1 | 5% | 4%[10.9 µM] | -2.5% | -25% |
| CC[C@H](C)C(=O)O[C@H]1C[C@@H](C)C=C2C=C[C@H](C)[C@H](CC[C@@H]3C[C@@H](O)CC(=O)O3)[C@H]21 | 14%[1.84 µM] | -16% | 1.4% | -10% |
| CCN(c1ccccc1)S(=O)(=O)c1nnc(NC(=O)COc2cccc(C)c2)s1 | -6% | 18%[10.9 µM] | -1.9% | ? |
| COc1cc(NC(=O)c2ccc3c(c2)OCO3)c2ncccc2c1 | -16% | -12% | -0.9% | -17% |
| COc1ccccc1NC(=O)c1cc2ccccc2o/c1=N\O | -5% | / | ? | 73%[activator] |
| Cc1ccc(C)c(N2CCN(C(=O)c3ccc4c(=O)n(CCc5ccccc5)c(=O)[nH]c4c3)CC2)c1 | -4% | -10%[10.9 µM] | ? | -6% |
| CC(=O)c1ccc(N2CCN(C(=O)c3ccc(NC(=O)C4CCCO4)cc3)CC2)cc1 (stereo unspecified) | 3% | -16% | 3.6% | -13% |

More records follow:
Screens in order – p53ts 32C kill	Peg3 imprint	IkB signaling	p53ts 39C kill
COC(=O)c1ccc(OC)c(Cn2c(=O)n(-c3cccc(Cl)c3)c(=O)c3c4c(sc32)CN(C(C)=O)CC4)c1
→ 7%	7%[10.9 µM]	2.6%	14%
COc1cccc(NC(=O)N2CCC(C(N)=O)(N3CCCCC3)CC2)c1
→ -7%	5%	0.6%	7%
CCN(CC)CCCNC(=O)c1nn(-c2ccc(OC)c(Cl)c2)c(=O)c2c1c1ccccc1n2C
→ -4%	12%[10.9 µM]	-3.5%	16%
N=C1C(=O)OCC1c1cc(Cl)ccc1NC(=O)Nc1ccccc1 (stereo unspecified)
→ 0%	/	/	9%
CCCCCn1c(=O)[nH]c2cc(C(=O)NCCN3CCOCC3)ccc2c1=O
→ 10%	-10%	-0.1%	2%
COc1cc(NC(=O)c2ccco2)c(OC)cc1NC(=O)CSc1nnc(-c2cccs2)n1C
→ 0%	/	1.3%	?
CCOc1ccccc1OCCCC(=O)Nc1ccc(OC)nc1
→ 4%	5%	?	-3%
O=C(CSc1nnc(-c2ccncc2)n1CC1CCCO1)Nc1nccs1 (stereo unspecified)
→ -7%	/	/	-1%
COCc1nc(-c2cc(Br)ccc2OC)no1
→ 5%	6%	-0.8%	11%
Cc1ccc(-n2nnnc2SC(C)C(=O)NCC(=O)Nc2ccc(F)c(F)c2F)c(C)c1 (stereo unspecified)
→ -5%	/	/	-12%
Cc1nc(N2CCOCC2)c2c(C(=O)NCCc3ccccc3)c(C)oc2n1
→ -7%	-6%[10.9 µM]	-3.6%	2%
CCS(=O)(=O)C(=C(Nc1ccc(OC)cc1)Nc1ccc(OC)cc1)S(=O)(=O)CC
→ 5%	-15%	-0.4%	6%
